# NPYLR7 agonist: activates Aedes aegypti NPYLR7 receptor | HEK293T NPYLR7/Galpha15, GCaMP6s calcium fluorescence | activation, % at 10 µM | 270,000 compounds, 0.15% hits | AID 1259423; in the data active means activation above about 40%;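 further: 0% = vehicle and 100% = reference agonist at the receptor; some compounds past the cut are filed as inactive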
# hcGAS lum: human cGAS inhibition. recombinant h-cGAS, ATP depletion, Kinase-Glo luminescence. inhibition, % at 12.5 µM. 290,000 compounds, 0.081% hits. AID 1259398;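 further: 0% = vehicle reaction and 100% = reaction without DNA for no activity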
# Target sequence (Q8N884 whole entry, looked up): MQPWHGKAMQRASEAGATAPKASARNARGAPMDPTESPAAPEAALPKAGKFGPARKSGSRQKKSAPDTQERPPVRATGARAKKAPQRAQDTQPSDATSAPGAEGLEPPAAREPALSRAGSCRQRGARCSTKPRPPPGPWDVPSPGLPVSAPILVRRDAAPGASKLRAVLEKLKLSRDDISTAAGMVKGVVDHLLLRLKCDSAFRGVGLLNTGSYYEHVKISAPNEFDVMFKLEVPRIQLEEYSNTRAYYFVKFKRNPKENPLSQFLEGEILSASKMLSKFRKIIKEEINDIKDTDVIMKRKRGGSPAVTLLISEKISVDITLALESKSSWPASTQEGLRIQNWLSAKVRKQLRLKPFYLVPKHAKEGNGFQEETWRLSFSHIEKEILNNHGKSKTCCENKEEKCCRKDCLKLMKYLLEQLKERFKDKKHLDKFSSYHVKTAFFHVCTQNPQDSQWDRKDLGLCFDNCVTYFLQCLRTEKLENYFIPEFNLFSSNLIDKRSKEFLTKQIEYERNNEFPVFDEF
# mcGAS inh: inhibitors of mouse cGAS. Q8C6L5. recombinant cGAS, Kinase-Glo ATP depletion luminescence. inhibition, % at 12.5 µM. 160,000 compounds, 0.15% hits. AID 1259399;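 further: 0% = negative control wells and 100% = reference inhibitor with no enzyme activity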
# The depositor's hits bear a star; x = not tested or not shown; & = joins results of further samples. Unless noted, no stated cut-off is given here; in the data, active means inhibition above about 40%; inactive means the rest.
SMILES,NPYLR7 agonist,hcGAS lum,mcGAS inh
CCNC(=O)N1CC2=CC(C)(C)COc3ccc(OC)c(c32)C1C(=O)OCC (stereo not given),8,3,-8
Cc1ccc(NC(=O)Cn2nc(-c3ccc(Br)cc3)ccc2=O)cc1,7,-13,x
N#Cc1c(C(F)(F)F)cc(=O)n2c1[nH]c1ccccc12,-3,46*,x
O=C(O)C1COC2(CCCCC2)N1C(=O)c1ccccc1F (stereo not given),16,-5,-5
Cc1ccccc1C(=O)Nc1cc(-c2ccco2)nn1-c1nc(C)c(C)c(=O)[nH]1,2,1,x
Cc1c(NC(=O)C2(c3ccccc3)CCCC2)c(O)c(-c2ccccc2)n1C,-1,-2,x
CC(=O)OC(C(=O)N1CCC(n2c(=O)oc3ccc(F)cc32)CC1)c1ccccc1 (stereo not given),1,-7,-8
Cc1cc2c(c(=O)[nH]1)C(=O)O/C2=C\c1c(C)[nH]c(C#N)c1C,5,4,x
CCC1=NOC(CNCc2nc(-c3ccco3)no2)C1 (stereo not given),9,-6,x
CS(=O)c1ccc(NC(=O)C2CCOc3ccccc32)cc1 (stereo not given),-3,-1,x
O=C(C1=C(O)C(=O)N(c2ncccn2)C1c1cccc(Br)c1)c1ccco1 (stereo not given),2,3,0
O=C(Nc1cccc(-c2nnco2)c1)C1CCCCC1,86*,-6,x
Cc1cccc(C(=O)N(Cc2cc(NC(=O)C3CCC3)ccc2N(C)C)CC2CCCO2)c1 (stereo not given),4,12,-4
CC(C)N1C(=O)C(NC(=O)C2CC2)(C(F)(F)F)N=C1c1ccccc1 (stereo not given),-12,-1,-1
CSc1ccccc1C(=O)N1CCC(n2c(Cc3ccccc3)nc3ccccc32)CC1,-10,2,1
Cc1cccc(-c2nc(C)c(C)c(N3CCN(C(=O)Nc4c(C(C)C)cccc4C(C)C)CC3)n2)c1,-5,-13,-8
Cc1cccc2sc(N(CCCN3CCOCC3)C(=O)COc3ccccc3)nc12,-1,-6,-9
Cc1ccc(Cl)c2sc(N(CCN(C)C)C(=O)CS(=O)(=O)c3ccc(Cl)cc3)nc12,-2,-6,-7
CCC(=O)Nc1cccc(C(=O)N2CCC(Oc3ncccn3)CC2)c1,-1,-1,x
COCCN(Cc1csc(COc2ccc(Cl)cc2)n1)C(=O)Cc1ccccc1,-10,-4,-6

# Laid out differently: 4 of the compounds above.
CCC1=NOC(CNCc2nc(-c3ccco3)no2)C1 (stereo not given)
  NPYLR7 agonist: 9; hcGAS lum: -6; mcGAS inh: x
COCCN(Cc1csc(COc2ccc(Cl)cc2)n1)C(=O)Cc1ccccc1
  NPYLR7 agonist: -10; hcGAS lum: -4; mcGAS inh: -6
CSc1ccccc1C(=O)N1CCC(n2c(Cc3ccccc3)nc3ccccc32)CC1
  NPYLR7 agonist: -10; hcGAS lum: 2; mcGAS inh: 1
Cc1ccc(NC(=O)Cn2nc(-c3ccc(Br)cc3)ccc2=O)cc1
  NPYLR7 agonist: 7; hcGAS lum: -13; mcGAS inh: x

# 2 entries drawn at random from the list so far:
SMILES,NPYLR7 agonist,hcGAS lum,mcGAS inh
Cc1ccccc1C(=O)Nc1cc(-c2ccco2)nn1-c1nc(C)c(C)c(=O)[nH]1,2,1,x
CC(C)N1C(=O)C(NC(=O)C2CC2)(C(F)(F)F)N=C1c1ccccc1 (stereo not given),-12,-1,-1

# Other entries.
SMILES,NPYLR7 agonist,hcGAS lum,mcGAS inh
Cc1ccc(C)c(-c2ccc(=O)n(CC(N)=O)n2)c1,12,-9,x
CCN1CCC(CC(=O)N2C[C@@H](CO)[C@H](NC(C)=O)C2)CC1,x,-1,-4
CCOc1ccc(C(=O)CCC(=O)n2nc(N)nc2C)cc1,7,-11,x
CCOc1c(CC)cnc2c1c(=O)n(CC(=O)N1CCCCC1)c(=O)n2C,-4,7,x
O=C(c1ccc(S(=O)(=O)N2CCCCC2)cc1)n1nnc2ccccc21,-6,0,-1
O=S(=O)(NCc1ccccc1)NC(Cn1cccn1)c1ccccc1 (stereo not given),-1,-2,x
COCC(=O)NC1CCC(Nc2nc(C3CC3)nc3c2cnn3-c2ccccc2)CC1 (stereo not given),6,-11,x
CN(Cc1n[nH]c(=O)n1Cc1cccs1)S(C)(=O)=O,4,-1,-4
CC(=O)Oc1ccc(Cn2c(C)c(C(=O)NCC3CC3)sc2=O)cc1,-3,-3,x
COc1cc(F)c(CSc2nc3cc(S(=O)(=O)N4CCOCC4)ccc3n2CCCN2CCOCC2)cc1OC,3,-5,-7
CC(C)NCc1ccc(N2CCCC2C)nc1 (stereo not given),-2,-17,x
COc1cc(OC)cc(C(=O)N2CCN(c3cc(S(=O)(=O)N4CCc5ccccc5C4)ccc3OC)CC2)c1,22,-4,-7
Cc1c(C(=O)NCc2ccc(C(C)C)cc2)sc(=O)n1Cc1ccc(S(C)(=O)=O)cc1,16,-4,x
CCOC(=O)Cn1c(C)c(C)n2c3c(=O)n(CCC(C)C)c(=O)n(C)c3nc12,10,-10,-11
COC(=O)C1=C(C)NC2=C(C(=O)CC(c3ccccc3)C2)C1c1ccccc1I (stereo not given),-6,10,0
COc1ccc(C(C)Sc2nncn2C)cc1Cl (stereo not given),8,-4,-13
O=C(NCC1Cc2cc(F)cc(F)c2O1)c1cccs1 (stereo not given),13,-4,-4
CN(C)c1c(N)c(=O)oc2ccccc12,-2,-7,x
COc1ccc(NC(=O)Cn2ncn3nc(-c4ccc(C)cc4)cc3c2=O)cc1,-8,-11,-10
CCOC(CNC(=O)c1cn(CC)cc2c(=O)n(-c3ccccc3)nc1-2)OCC,7,-3,-8

# As entered above:
# CCOC(=O)Cn1c(C)c(C)n2c3c(=O)n(CCC(C)C)c(=O)n(C)c3nc12 in hcGAS lum = -10
# COc1cc(F)c(CSc2nc3cc(S(=O)(=O)N4CCOCC4)ccc3n2CCCN2CCOCC2)cc1OC in NPYLR7 agonist = 3
# COc1ccc(NC(=O)Cn2ncn3nc(-c4ccc(C)cc4)cc3c2=O)cc1 in mcGAS inh = -10
# COc1ccc(C(C)Sc2nncn2C)cc1Cl (stereo not given) in NPYLR7 agonist = 8

# (continued)
SMILES,NPYLR7 agonist,hcGAS lum,mcGAS inh
CCC(Sc1nnc(C)c2cnn(-c3ccc(C)c(C)c3)c12)C(=O)OC (stereo not given),-10,-4,-6
Nc1c(C=C2C=C([N+](=O)[O-])C=C(Br)C2=O)c(=O)nc2sc(-c3ccccc3)nn12,0,18,x
Cc1c(C)n2c3c(=O)n(CC(C)C)c(=O)n(C)c3nc2n1C1CCCCC1,-2,-4,-7
CCc1nc2ccc(C(=O)NCCCn3ccnc3)cn2c1N(CC)C(C)=O,-5,-9,-2
CC(C(=O)N(C)c1ccnn1C)c1ccc(Cl)s1 (stereo not given),5,-7,x
Cc1cnccc1N1CCN(C(=O)c2cc3n(n2)CCN(C)C3)CC1,-1,-5,x
c1cc(-c2nccn2CC2CCCOC2)c2nonc2c1 (stereo not given),x,-8,-10
COc1ccc(-c2[nH]nc3c2C(c2ccc(C)o2)C(C#N)C(=N)O3)cc1 (stereo not given),-5,-8,x
CCCN(CC(=O)N(CCOC)Cc1cccn1C)C(=O)Nc1ccc(C)c(Cl)c1,6,1,-3
COc1ccc(C2=NC(=Cc3ccc(C(F)(F)F)cc3)C(=O)O2)cc1OC,0,-6,-9
Nc1nnnn1/N=C\c1ccc(OCc2ccc(Cl)cc2)cc1,-6,-3,x
CCc1[nH]n(C)c(=O)c1C1=C(N(C)Cc2ccccc2)C(=O)N(c2ccc(F)cc2)C1=O,10,-6,2
CCc1c(C(=O)N2CCCCC2)cnn1-c1ccccc1Cl,26,-6,-6
CCOc1cccc2cc(C(N)=O)c(=Nc3ccc(Br)cc3)oc12,-3,-6,-5
CC(c1nc2ccccc2c(=O)n1-c1ccc(Br)cc1)N(Cc1ccco1)C(=O)c1ccccc1Cl (stereo not given),16,-1,-5
O=C(NC(C(=O)NC1CC1)C1CCN(C(=O)C2CC2)CC1)c1ccccc1 (stereo not given),8,-7,-3
CCCC1O[C@@H]2CC3C4CCC5=CC(=O)C=CC5(C)C4[C@@H](O)CC3(C)[C@]2(C(=O)CO)O1 (stereo not given in full),-6,0,x
Cc1ncoc1C(=O)NC1CC(C)(C)Cc2c1cnn2-c1ccc(F)cc1 (stereo not given),12,-2,x
CCNc1ccnc(NCc2cccnc2N2CCN(c3ccccc3C)CC2)n1,4,8,x
CC(=O)C1CC(C)C2C3C[C@@H]4O[C@@]45CCC(O)C[C@]5(C)C3CC[C@]12C (stereo not given in full),x,-5,-5
COc1ccc2c(c1)CCN2S(=O)(=O)c1cc(C(=O)O)ccc1Cl,15,-7,-16
CCOC(=O)c1ccc(OC2CC3CCC(C2)N3C(=O)c2ccc(CSc3ccccc3CC)cc2)cc1 (stereo not given),14,-1,-6
COc1cccc(C(=O)NC(=S)N2c3ccccc3CC2C)c1OC (stereo not given),3,1,x
COc1ccc(S(=O)(=O)N(C)C(C)C(O)c2ccccc2)cc1 (stereo not given),20,-3,x
CC(C)CN1CCC(CNC(=O)c2ccc(N3CCN(C)C(=O)C3)nc2)C1 (stereo not given),25,-9,-9
COc1ccc(-n2nnc3c(=O)n(Cc4ccc(Cl)cc4Cl)cnc32)cc1,7,2,x
Ic1ccc(CSc2nnc(-c3cc(-c4ccccc4)nc4ccccc34)n2Cc2ccco2)cc1,-7,-8,-7
COc1ccccc1-c1cc(C(=O)NCc2ccc(F)cc2)nc2cc(-c3ccccc3)nn12,19&-1,-2&-5,-6&-3
O=C(NC1CCCCCCC1)c1cn(-c2ccc3c(c2)OCCO3)nn1,0,1,-3
O=C1CN(c2nc(C(F)(F)F)nc3ccsc23)CCN1,0,-6,x
COc1cccc(-c2nnc(SCc3ccc(C(=O)O)cc3)n2-c2ccc(F)cc2)c1,-2,-2,-6
CC(C)Cc1noc(CN(C)Cc2ncccc2C(=O)O)n1,x,-4,-9
COc1ccc(NC(=O)CCC2CCCN(c3cc(C)nc(N)n3)C2)c(C)c1 (stereo not given),13,-5,-11
Cc1ccc(F)cc1S(=O)(=O)N1CCN(c2c3c(nc4ncnn24)CCC3)CC1,30,-2,-6
Cc1c(C(=O)O)c(CC(C)C)nn1-c1ccc([N+](=O)[O-])cc1,7,-2,-4
Cc1[nH]c2c(C(=O)N3CCCC(CCC(=O)NCc4ccccc4F)C3)cccc2c1C (stereo not given),5,-9,x
CCOC(=O)N1CCN(C(=O)c2cccc(CSc3nc(Cl)cc(N4CCN(Cc5ccccc5)CC4)n3)c2)CC1,19,-3,-4
CCn1ccnc1CN1CCCC(CCc2cccc(OC)c2)C1 (stereo not given),9,-8,x
Cc1nc(C2CCCN2CC(=O)N(C)C2CCS(=O)(=O)C2)no1 (stereo not given),7,-9,x
Cn1nc2c(cc1=O)CN(C(C(N)=O)c1ccc(F)cc1)CC2 (stereo not given),1,-6,x
CN(CC(=O)Nc1ccc(Cl)c(C(F)(F)F)c1)C(=O)c1ccc2c(c1)CCN2S(C)(=O)=O,-2,0,-5
O=S(=O)(NCCc1nnc2ccc(SCc3ccc(Cl)cc3Cl)nn12)c1ccccc1,4,-4,-6
CC1=C(C)C(=O)C(N2CCOCC2)=CC1=O,-2,-1,-3
CCN(Cc1cnn(C)c1)Cc1cnn(-c2cccc(C)c2)c1,-4,-5,-10
COc1ccc(Cl)cc1NC(=O)N1CCCCC1CCn1ccnc1 (stereo not given),-3,-11,x
CCc1nnc(N=Cc2nc(-c3ccc(C)cc3)oc2O)s1,0,-6,-3
Cc1nc(CN(C)c2nccc(N(C)C)n2)cs1,1,-6,x
Cc1csc(NC(=O)CSc2nc(=O)n(CC3CCCO3)c3c2CCC3)n1 (stereo not given),0,-6,-10
O=C(c1ccc(C(F)(F)F)c(F)c1)N1CCC(Cc2ccc(-n3cccc3)cc2)CC1,1,-10,-8
Cc1cc([N+](=O)[O-])nn1CC(=O)Nc1ccccn1,0,-4,-3
O=C1/C(=C/c2cccnc2)C2(CCCC2)Oc2ccccc21,11,-6,x
Cc1ccc(Cc2nsc(N3CCC(CNC(=O)/C=C/c4ccc([N+](=O)[O-])cc4)CC3)n2)cc1,19,-1,-4
CC(=O)Nc1ccc(S(=O)(=O)NC(C)Cn2cncn2)cc1 (stereo not given),0,-5,-7
Cc1cccnc1C(NC(=O)C1CCN(Cc2ccc(Cl)c(Cl)c2)CC1)c1ccccc1 (stereo not given),10,-4,-2
O=C(c1coc(COc2ccccc2)n1)N1CCN(c2ccccc2)C(=O)C1,9,-7,x
CC(=O)CSc1nc2sc3c(c2c(=O)n1CC(C)C)CCCC3,4,-1,-5
O=C(Nc1ccc2nc([C@H]3C[C@H](O)[C@@H](CO)O3)[nH]c2c1)Nc1ccccc1-c1ccccc1,14,-8,-6
O=C(C1CCCN(c2nc(Cc3ccc(F)cc3)ns2)C1)N1CCN(c2ccccc2F)CC1 (stereo not given),11,-8,-4
O=C(Cc1ccccc1)N(Cc1c(-c2ccccc2)noc1N1CCc2ccccc2C1)CC1CCCO1 (stereo not given),7,-2,-4
CC(C)=CC(=O)NCc1cc(C)cc2c(C)c(C)[nH]c12,9,-6,-12
# Carrying on.
SMILES,NPYLR7 agonist,hcGAS lum,mcGAS inh
CN(C(=O)CSc1nnc(N2CCCC2)n1C1CC1)c1ccccc1,-2,-9,x
COc1ccccc1/C=C1N=C(/C=C/c2ccc([N+](=O)[O-])cc2)OC/1=O,-3,-3,-6
COCCNC(=O)c1ccc(CSc2nnc(-c3cccc(OC)c3)n2Cc2ccccc2)cc1,25,-1,-9
COc1ccc(C2CCCCCN2CCn2nc3ccccn3c2=O)cc1 (stereo not given),6,-7,x
O=C(c1ccc[nH]1)N1CCC2(CC1)C(=O)Nc1ccccc12,2,-1,x
COc1ccc(NC(=O)N2CCc3ccccc3C2c2ccccc2Cl)c(C)c1 (stereo not given),-1,-1,-4
CCN(CC)S(=O)(=O)c1ccc(OC)c(N2CCN(C(=O)c3ccc(OC)cc3OC)CC2)c1,0,-7,-5
CC(c1nccs1)N(C)Cc1cn(Cc2ccccc2)nc1-c1ccc2c(c1)OCO2 (stereo not given),1,-2,x

# High-throughput results deposited in PubChem BioAssay by Fisher Drug Discovery Resource Center.
